# Bioassay records from PubChem.
# M1 PAM: human M1 muscarinic receptor positive allosteric modulators, primary screen, CHO-K1 cells, Fluo-8 calcium fluorescence, 1536-well; Muscarinic acetylcholine receptor M1 (Homo sapiens), P11229; CHO-K1 hM1, ACh EC20; 0% = ACh EC20, 100% = maximal ACh; activation, % at 3 µM; 360,000 compounds, 0.088% hits; AID 588819, 2011; in the data active = activation above about 19%, passing the limit was not always enough
# TAAR1 ag: human TAAR1 agonists, primary screen, Fluo-8 calcium fluorescence, CHO RD-HGA16 cells | vehicle wells 0%, saturating PEA agonist 100% | activation, % at 3 µM | 360,000 compounds, 0.99% hits;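 active = activation above the mean activation of all test compounds in the run plus 3 SD, cut at about 38% in these data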
# Target sequence (Q96RJ0 whole entry, looked up): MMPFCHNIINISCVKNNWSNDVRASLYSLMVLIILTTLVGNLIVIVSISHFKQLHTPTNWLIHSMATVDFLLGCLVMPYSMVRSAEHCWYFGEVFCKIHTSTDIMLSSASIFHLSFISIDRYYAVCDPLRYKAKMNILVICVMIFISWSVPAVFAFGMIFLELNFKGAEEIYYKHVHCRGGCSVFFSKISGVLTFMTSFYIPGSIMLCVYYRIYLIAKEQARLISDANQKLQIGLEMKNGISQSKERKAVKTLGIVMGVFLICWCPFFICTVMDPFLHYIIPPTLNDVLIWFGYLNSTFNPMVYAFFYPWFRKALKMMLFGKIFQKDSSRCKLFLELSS
#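 System: CHO-derived RD-HGA16 cells with stable Gα16 and human TAAR1. Times: 17-24 h plating, Fluo-8 75 min 37 °C, 30 min RT. Measured by: calcium-sensitive Fluo-8 signal, excitation 470-495, emission 515-575 nm. Read-out basis: % activation relative to PEA EC100 response. Control set: DMSO and PEA EC100. Repeats: no replicates (n 1).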
# CHRM1 antagonist: human M1 muscarinic receptor antagonists, primary screen, CHO-K1 cells, Fluo-8 calcium fluorescence, 1536-well | Muscarinic acetylcholine receptor M1 (Homo sapiens), P11229 | CHO-K1 hM1, ACh EC80 antagonist | inhibition, % at 3 µM | 360,000 compounds, 1.3% hits | AID 588852, 2011;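 active = percent inhibition above its own plate's cutoff, namely the mean of that plate's compound wells plus 3 SD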;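 note: peak over basal fluorescence ratio during 140 s after agonist addition; 0% = ACh EC80 plus DMSO and 100% = DMSO alone without agonist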
# M5 antag: human M5 muscarinic receptor antagonists, primary screen, CHO cells, Fluo-8 calcium fluorescence; CHO-hM5 cells, ACh EC80; inhibition, % at 3 µM; 360,000 compounds, 0.59% hits; AID 624040, 2012;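 active = inhibition above a per-plate cutoff, the mean of that plate's test compounds plus 3 SD, cut at about 27% in these data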;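 note: 0% = acetylcholine EC80 with DMSO and 100% = DMSO without agonist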
# M4 antag: human M4 muscarinic receptor antagonists, primary screen, CHO cells, Fluo-8 calcium fluorescence; Muscarinic acetylcholine receptor M4 (Homo sapiens), P08173; CHO-hM4 cells, ACh EC80; inhibition, % at 3 µM; 360,000 compounds, 0.73% hits;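 active = inhibition above its plate's cutoff, the mean inhibition of sample wells plus 3 SD, cut at about 27% in these data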;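 note: 0% = acetylcholine EC80 with DMSO and 100% = DMSO without agonist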
# Target sequence (P08173 whole entry, looked up): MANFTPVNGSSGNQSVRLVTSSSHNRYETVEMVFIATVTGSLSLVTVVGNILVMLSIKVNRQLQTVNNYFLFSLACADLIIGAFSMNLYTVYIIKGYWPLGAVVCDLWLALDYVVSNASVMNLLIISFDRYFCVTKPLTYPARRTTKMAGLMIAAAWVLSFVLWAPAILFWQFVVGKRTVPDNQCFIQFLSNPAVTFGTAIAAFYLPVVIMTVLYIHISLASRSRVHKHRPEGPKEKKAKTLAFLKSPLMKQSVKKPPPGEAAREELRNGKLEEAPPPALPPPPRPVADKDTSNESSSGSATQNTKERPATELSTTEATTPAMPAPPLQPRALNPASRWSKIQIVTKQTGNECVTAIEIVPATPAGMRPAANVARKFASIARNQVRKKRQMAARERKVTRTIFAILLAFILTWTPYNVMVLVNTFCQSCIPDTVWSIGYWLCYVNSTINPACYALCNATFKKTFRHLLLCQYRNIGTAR
# M5 ag: human M5 muscarinic receptor agonists, primary screen, CHO-K1 cells, Fluo-8 calcium fluorescence; activation, % at 3 µM; AID 624037, 2012; 360,000 compounds, 0.19% hits; CHO-K1 hM5 cells; 0% DMSO wells, 100% maximal acetylcholine response;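 active = activation above the run's mean over test compounds plus 3 SD, cut at about 23% in these data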;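 note: signal is peak over basal fluorescence ratio across the kinetic read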
# CHRM1 agonist: human M1 muscarinic receptor agonists, primary screen, Fluo-8 calcium fluorescence, CHO-K1 cells, HTS; CHO-K1 hM1, agonist mode; 0% DMSO, 100% acetylcholine EC100; 360,000 compounds, 0.33% hits; AID 588814, 2011; activation, % at 3 µM;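 active = activation above the run's mean compound activation plus 3 SD, cut at about 16% in these data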;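 note: peak over basal fluorescence ratio within a 140 s kinetic read after compound addition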
# CHRM4 agonist: human M4 muscarinic receptor agonists, primary screen, CHO-K1 cells, Fluo-8 calcium fluorescence. Muscarinic acetylcholine receptor M4 (Homo sapiens), P08173. CHO-K1 hM4/Gqi5; vehicle 0%, full acetylcholine response 100%. activation, % at 3 µM. 360,000 compounds, 0.14% hits. AID 624127, 2012;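 active = activation above the run mean over all test wells plus 3 SD, cut at about 32% in these data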;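 note: peak over basal fluorescence ratio per well then scaled between controls; 0% = DMSO wells and 100% = acetylcholine at EC100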
# CHRM5 PAM: human M5 muscarinic receptor positive allosteric modulators, primary screen, CHO-K1 cells, Fluo-8 calcium fluorescence. Muscarinic acetylcholine receptor M5 (Homo sapiens), P08912. CHO-K1 hM5, ACh EC20 PAM; 0% = ACh EC20, 100% = ACh EC100. activation, % at 3 µM. 360,000 compounds, 0.3% hits;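 active = activation above the run cutoff, the mean activation of all test compounds plus 3 SD, cut at about 18% in these data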
#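 Assay system – human M5 receptor in CHO-K1 cells · Read-out – % activation, ACh-normalized · Technique – Fluo-8 calcium fluorescence · Dosing – single-point, 3 µM nominal · Incubation – Fluo-8 loading 80 min at 37 °C plus 30 min room temperature · Repeats – singlicate, one well per test compound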
# * marks the source's active call; other numbers are inactive results; · = no result given. Only part of the results is shown; count on the stated rates, not on these rows.
SMILES,M1 PAM,TAAR1 ag,CHRM1 antagonist,M5 antag,M4 antag,M5 ag,CHRM1 agonist,CHRM4 agonist,CHRM5 PAM
Cc1nnc(NC(=O)COc2ccccc2)s1,-3,12,-2,-1,-6,5,-2,1,3
O=C(c1ccc(S(=O)(=O)Nc2cccc(C(F)(F)F)c2)cc1)N1CCN(c2ccccc2O)CC1,-1,8,11,5,10,-4,2,13,3
Cc1ccc2oc(-c3ccco3)nc2c1,17,0,-28,2,0,-2,-2,0,1
C=CCNC(=S)Nc1c(C(=O)OC)[nH]c2cc(OC)ccc12,0,7,5,15,5,-2,-2,7,-11
O=[N+]([O-])c1ccc(COc2cccc(CNc3ccc(F)cc3)c2)cc1,-1,-4,-3,5,-2,-3,-5,4,-13
O=C(O)C1CCCCC1C(=O)Nc1cccc(C(=O)N2CCCCC2)c1 (stereo unspecified),9,7,-19,0,-5,-2,-4,0,4
Cc1cc(S(=O)(=O)NCc2ccc(N3CCN(C)CC3)cc2)c(C)s1,-3,3,9,-9,-6,-7,-9,2,2
CCN(CC)C(=O)CSc1nc2cccnc2n1-c1ccccc1OC,9,16,-27,-7,1,-1,-3,0,5
CCn1c(O)c(N=Nc2ccc(Cl)c(C(=O)O)c2)c2ccccc21,14,3,-8,13,-9,2,0,1,0
C[C@H](CO)N1C[C@H](C)[C@@H](CN(C)Cc2ccncc2)Oc2c(NS(=O)(=O)c3cn(C)cn3)cccc2C1=O,6,0,-6,10,1,2,-2,1,-4
CCCCC1=CC2=CC(=O)C(C)(OC(=O)CC)C(=O)C2=CN1Cc1ccc2c(c1)OCO2 (stereo unspecified),6,3,-7,16,6,1,-4,2,-12
Cc1ccc(S(=O)(=O)N2CCOCC2)cc1C(=O)N1CCCC1,10,-1,-16,-16,-9,-3,-1,3,3
N#CC(CO)(Cc1ccc(OC(F)F)cc1)c1nc2ccccc2[nH]1 (stereo unspecified),-6,2,2,9,8,-1,-7,2,-9
CCn1nc(C(=O)N2CCc3ccccc3C2)c2ccccc2c1=O,4,4,1,8,0,-4,-2,0,-7
CS/C(=N\S(=O)(=O)c1cccs1)Nc1ccc(F)c(Cl)c1,1,2,0,-12,-4,-2,-6,3,3
CCCn1c(=S)[nH]c2cc(C(=O)N3CCN(c4ccccc4OC)CC3)ccc2c1=O,4,-3,-5,1,39*,1,-4,2,0
CCOc1ccccc1CNc1nc2ccccc2n1C,2,1,-7,-6,-5,-14,-6,3,-7
COc1cccc(CNC(=O)[C@@H]2CCCN2C(=O)[C@H]2CCCCN2C(=O)c2ccc(Cl)cc2)c1,·,6,·,1,-15,1,·,1,-3
O=C(c1ccncc1)N1CCN(S(=O)(=O)c2ccc(OC(F)(F)F)cc2)CC1,-6,2,8,-9,5,0,-4,2,12
CCSc1nc(N)c(C#N)c(-c2ccccc2Cl)c1C#N,3,28,-6,9,10,0,0,0,-12
Cc1ccc(C2C=CC(C#N)=CN2Cc2ccccc2)cc1 (stereo unspecified),1,·,2,5,7,-3,-8,0,-4
CC(=O)Nc1ccc(Oc2nc(C(F)(F)F)nc3ccccc23)cc1,11,3,-13,7,0,-1,0,0,4
O=C(CCc1nnc(-c2ccsc2)o1)N1CCCCC1CCn1ccnc1 (stereo unspecified),9,3,-3,1,8,-4,-11,2,-5
O=C(Nc1cccnc1Cl)c1ccc(=O)oc1,6,1,-8,-5,-12,6,-3,1,9
CCOC(=O)NC(NC(=O)OCC)C(=O)c1ccc(F)cc1,6,2,-8,-4,12,0,-3,0,-1
CCN(CC)C(C(=O)NC1CCCCC1)c1ccc(C)cc1 (stereo unspecified),-3,1,1,4,8,-10,-7,0,1
COc1cccc(CNc2nc(NC(C)C)nc3ccsc23)c1,-14,6,13,12,6,1,-2,7,-8
CNC(=O)c1ccc(NC(=O)c2ccccc2OCc2c(C)noc2C)cc1,10,4,-17,5,-10,6,0,1,0
Cc1nc(NC(=O)C(Cl)Cl)sc1C(=O)N(C)C,11,0,-12,-4,-10,-2,-3,0,-2
Cc1ccc(S(=O)(=O)Nc2ccc(Nc3nccn4c(-c5ccccc5Oc5ccccc5)cnc34)cc2)cc1,-3,5,2,3,-2,0,-3,0,-2
COc1ccccc1C(=O)NC(=O)COC(=O)Cn1[nH]c(=O)c2ccccc2c1=O,0,1,2,1,0,3,-5,1,1
O=C(CSc1nnc(Cn2nnc(-c3ccccc3)n2)n1-c1ccccc1)Nc1ccc(F)cc1,5,14,-1,9,1,-2,-2,5,1
O=C(NN=C1CCN(Cc2ccccc2)CC1)c1ccccc1O,12,2,-12,4,-6,0,-3,3,-4
O=C(c1ccccc1)N1CCN(c2n[nH]c(=O)[nH]c2=O)CC1,1,2,11,5,-5,2,0,0,1
CCNC(=S)NNC(=O)Cn1c(=O)c2c(ncn2CCOC)n(Cc2ccccc2)c1=O,7,6,-10,4,2,-1,-7,0,0
CCc1c(C)sc(NC(=O)Cn2nc(C)c([N+](=O)[O-])c2C)c1C(N)=O,0,6,-2,1,8,0,-5,0,-1
Cc1cccn2c(=O)nc(SCC(=O)NCCc3ccccc3)nc12,6,7,-9,2,5,-2,-3,0,2
Cn1c(SCc2ccccc2)nc2c1c(=O)[nH]c(=O)n2C,2,-1,-15,5,-10,-6,-7,3,2
CN(C)c1ccc(NC(=O)CCCc2ccccc2)cc1,1,13,-4,-2,-6,-8,-3,0,2
CCOc1cc(-c2noc(N)c2C(=O)OC)cc(OCC)c1OCC,8,8,-9,-2,-6,-1,-6,2,2
Nc1ccccc1C(=O)N1CCC(O)(c2ccc(Cl)cc2)CC1,8,2,-16,-1,0,0,0,1,1
CCOC(=O)/C=C(\C)Sc1cc(=O)oc2ccccc12,-3,3,-2,1,4,-5,-5,-1,-5
COc1ccc(C(C)NC(=O)C23CC4CC(CC(C4)C2)C3)cc1OC (stereo unspecified),-4,0,9,7,16,1,-3,0,-3
CC(=O)N1CCN(C(=O)COC(=O)CNC(=O)c2ccc(C)cc2)CC1,1,10,1,16,6,3,-1,1,-9
CCOC(=O)CC1C(=O)NCCN1C(=O)c1c(Cl)cccc1Cl (stereo unspecified),10,1,-16,5,-5,-2,-4,0,-1
CCOCc1cnc(C)nc1NCC(=O)c1c(C)n(C)c2ccc(OC)cc12,4,3,-7,-7,3,-3,-3,0,-3
O=c1[nH]c2ccccc2cc1CN(Cc1cccnc1)S(=O)(=O)c1ccc(Cl)cc1,-5,21,16,9,6,2,-1,20,-9
Cn1c(=O)[nH]c(=O)c2c1nc(OC(=O)c1ccccc1)n2CC(O)COc1ccccc1 (stereo unspecified),6,1,-10,4,8,0,-2,1,-2
CCOC(=O)[C@H]1[C@H]2COc3ccc(Cl)cc3[C@@H]2N2C(=O)[C@@H](C)NC(=O)[C@@]12C,0,14,2,-3,-8,2,-3,2,8
Cc1ccc(NC(=O)COC(=O)c2cc(=O)c3cc(F)ccc3o2)cc1,3,0,-8,0,-6,4,-2,1,-3
CN(c1ccccc1)c1ccc(/C=C(\CCC(=O)O)c2nc3ccccc3s2)cc1[N+](=O)[O-],7,2,-12,-1,-2,-4,-7,3,-5
COc1ccc(CC(=O)N2CCN(c3ccccn3)CC2)cc1,-10,6,3,-2,14,-1,-2,1,2
CC(C)OP(=O)(c1ccc(N(C)C)cc1)C(O)c1cccnc1 (stereo unspecified),4,0,-12,5,-12,-3,-4,0,-5
O=C(C/C=N\OCc1ccc(Cl)cc1Cl)Nc1ccccc1,6,9,9,-15,4,2,0,0,9
CCOc1ccc2nc(-c3ccc(OC)c(OC)c3)cc(C(=O)O)c2c1,10,6,-16,-4,-3,0,-1,1,-3
COC(=O)[C@@H]1C[C@@]2(O)[C@H](O)[C@H](O)[C@H](O)C[C@H]2N1Cc1cccc2ccccc12,1,5,8,8,-4,2,-4,0,8
NS(=O)(=O)c1ccc2nc(NC(=O)C3CCCO3)sc2c1 (stereo unspecified),5,1,-6,13,0,0,-3,1,-5

# Molecules shown so far containing fluorine (nine):
SMILES,M1 PAM,TAAR1 ag,CHRM1 antagonist,M5 antag,M4 antag,M5 ag,CHRM1 agonist,CHRM4 agonist,CHRM5 PAM
O=C(c1ccc(S(=O)(=O)Nc2cccc(C(F)(F)F)c2)cc1)N1CCN(c2ccccc2O)CC1,-1,8,11,5,10,-4,2,13,3
O=[N+]([O-])c1ccc(COc2cccc(CNc3ccc(F)cc3)c2)cc1,-1,-4,-3,5,-2,-3,-5,4,-13
N#CC(CO)(Cc1ccc(OC(F)F)cc1)c1nc2ccccc2[nH]1 (stereo unspecified),-6,2,2,9,8,-1,-7,2,-9
CS/C(=N\S(=O)(=O)c1cccs1)Nc1ccc(F)c(Cl)c1,1,2,0,-12,-4,-2,-6,3,3
O=C(c1ccncc1)N1CCN(S(=O)(=O)c2ccc(OC(F)(F)F)cc2)CC1,-6,2,8,-9,5,0,-4,2,12
CC(=O)Nc1ccc(Oc2nc(C(F)(F)F)nc3ccccc23)cc1,11,3,-13,7,0,-1,0,0,4
CCOC(=O)NC(NC(=O)OCC)C(=O)c1ccc(F)cc1,6,2,-8,-4,12,0,-3,0,-1
O=C(CSc1nnc(Cn2nnc(-c3ccccc3)n2)n1-c1ccccc1)Nc1ccc(F)cc1,5,14,-1,9,1,-2,-2,5,1
Cc1ccc(NC(=O)COC(=O)c2cc(=O)c3cc(F)ccc3o2)cc1,3,0,-8,0,-6,4,-2,1,-3
